# CHO-K1 Ca PAM – nonselective calcium activators in parental CHO-K1 cells, primary screen, counter-screen for M1 PAM project, cell-based, Fluo-8 calcium fluorescence, full deck, 1536-well. ATP EC20; 0% at ATP EC20, 100% at ATP max. activation, % at 3 µM. 0.02% of 360,000 active;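 active = activation above the run cutoff, the mean activation of all test compounds plus 3 SD, cut at about 40% in these data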;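 note: peak over basal fluorescence ratio in a 140 s read after ATP addition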
# CHO parental Ca – ATP-evoked calcium signal inhibitors, parental CHO, primary screen, counter-screen for OX1R antagonist project, cell-based, fluorescence, Fluo-8 calcium dye | 0.63% of 330,000 active | AID 463079, 2010 | parental CHO-K1, ATP-induced calcium, Fluo-8 fluorescence | inhibition, % at 5.6 µM;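 active = inhibition above that plate's mean sample inhibition plus 3 SD, cut at about 26% in these data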;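 note: 0% = ATP-challenged DMSO wells and 100% = DMSO wells without ATP; some compounds past the cut are filed as inactive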
#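 Test system: parental CHO cells; detection: calcium-sensitive Fluo-8 fluorescence; evaluation: percent inhibition of calcium signal; also added: ATP as calcium-mobilizing challenge; repeats: one well per compound; control set: ATP-challenged DMSO wells low, unchallenged DMSO wells high; compound: single nominal dose of 5.6 µM per compound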
# V1R ag counter – agonists of human V1a receptor, primary screen, counter-screen for OXTR agonist project, fluorescence, CHO-V1R cells. activation, % at 3 µM. 0.25% of 320,000 active. Vasopressin V1a receptor (Homo sapiens), P37288. Fluo-8 calcium fluorescence, agonist mode; 0% DMSO, 100% 3 nM vasopressin;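 active = activation above the mean activation of all tested compounds plus 3 SD, per screening run, cut at about 20% in these data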;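 note: signal is peak over basal fluorescence ratio across a 100 second FLIPR read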
# Target sequence (P37288 whole entry, looked up): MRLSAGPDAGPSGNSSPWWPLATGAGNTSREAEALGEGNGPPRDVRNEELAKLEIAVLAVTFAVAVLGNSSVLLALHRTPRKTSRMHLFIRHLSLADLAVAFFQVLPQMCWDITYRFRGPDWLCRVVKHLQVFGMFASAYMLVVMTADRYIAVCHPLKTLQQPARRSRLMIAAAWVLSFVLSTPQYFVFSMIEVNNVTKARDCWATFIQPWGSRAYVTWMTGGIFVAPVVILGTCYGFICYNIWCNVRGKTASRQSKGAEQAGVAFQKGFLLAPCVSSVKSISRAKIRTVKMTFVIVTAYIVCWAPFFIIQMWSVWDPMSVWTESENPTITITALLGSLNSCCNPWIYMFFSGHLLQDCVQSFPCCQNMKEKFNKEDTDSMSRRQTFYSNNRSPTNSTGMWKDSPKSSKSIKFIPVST
# OXTR potentiator – human OXTR potentiators, primary screen, fluorescence, CHO-OTR cells, Fluo-8 calcium; Oxytocin receptor (Homo sapiens), P30559; Fluo-8 calcium fluorescence, potentiator mode; 0% = oxytocin EC15, 100% = EC100; activation, % at 3 µM; 0.061% of 320,000 active; AID 2445, 2010;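 active = activation above that plate's cutoff, the mean activation of tested compounds plus 3 SD, cut at about 6.6% in these data, passing the limit was not always enough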;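 note: 100% uses oxytocin at 75 nM as the full agonist control; some results filed as inactive read as strong as hits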
#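 System: human OTR in CHO cells / Also added: sub-maximal oxytocin, roughly EC15 / Control set: EC15 oxytocin low, 75 nM oxytocin high / Schedule: 6 min compound pre-incubation at room temperature, 100 s kinetic read / Compound: single-point 3.0 µM / Replication: singlicate / Technique: Fluo-8 calcium dye fluorescence / Read-out basis: % activation of max/min ratio relative to oxytocin controls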
# OXTR agonist – human OXTR agonists, primary screen, fluorescence, CHO-OTR cells, Fluo-8 calcium. Oxytocin receptor (Homo sapiens), P30559. Fluo-8 calcium fluorescence; normalized: DMSO 0%, oxytocin 100%. activation, % at 3 µM. 0.32% of 320,000 active;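 active = activation above the mean of all tested compounds plus 3 SD, cutoff set per screening run, cut at about 20% in these data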;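 note: peak over basal fluorescence ratio from a 100 s FLIPR kinetic read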
# CHO-K1 Ca antag – counter-screen for M1 antagonists: effect in parental CHO-K1 cells; 0.6% of 360,000 active; ATP-induced calcium, Fluo-8 fluorescence; inhibition, % at 3 µM;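 active = inhibition above a per-plate cutoff, the plate's mean sample inhibition plus 3 SD, cut at about 24% in these data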;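 note: 0% = DMSO plus EC80 ATP and 100% = DMSO alone without ATP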
# TAAR1 antag – human TAAR1 antagonists, primary screen, Fluo-8 calcium fluorescence, CHO RD-HGA16 cells. Trace amine-associated receptor 1 (Homo sapiens), Q96RJ0. antagonist. inhibition, % at 3 µM. 1.5% of 360,000 active;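 active = inhibition above a per-plate cutoff, the mean inhibition of test compounds on that plate plus 3 SD, cut at about 49% in these data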;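 note: 0% = DMSO plus EC80 beta-PEA response and 100% = DMSO alone without agonist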
# Target sequence (Q96RJ0 whole entry, looked up): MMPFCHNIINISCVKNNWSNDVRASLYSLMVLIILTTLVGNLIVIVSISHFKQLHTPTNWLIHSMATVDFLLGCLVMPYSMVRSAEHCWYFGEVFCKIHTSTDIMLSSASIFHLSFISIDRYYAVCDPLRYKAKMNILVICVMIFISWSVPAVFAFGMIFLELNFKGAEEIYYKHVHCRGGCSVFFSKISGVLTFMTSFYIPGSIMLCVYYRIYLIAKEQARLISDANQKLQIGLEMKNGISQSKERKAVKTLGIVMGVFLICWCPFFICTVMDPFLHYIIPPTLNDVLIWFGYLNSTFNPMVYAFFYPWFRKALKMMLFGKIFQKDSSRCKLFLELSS
#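 test system = CHO RD-HGA16 cells bearing hTAAR1 | replication = singlicate | controls = DMSO-only wells and EC80 β-PEA-stimulated wells | reagent = EC80 β-phenethylamine stimulus | read-out basis = percent inhibition of PEA-evoked calcium signal, max/basal emission ratio | schedule = seeding 17-24 h prior, 75-min 37 °C, 30-min RT dye loading | signal = kinetic Fluo-8 calcium fluorescence measurement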
# GPR7 antagonist – GPR7 receptor antagonists, primary screen, cell-based, fluorescence, single concentration | 1.1% of 290,000 active | GPR7-expressing cells, fluorescence antagonist assay | inhibition, % at 4.4 µM | Neuropeptides B/W receptor type 1 (Homo sapiens), P48145 | AID 1861, 2009; in the data active = inhibition above about 16%, passing the limit was not always enough;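 note: cells stimulated with the agonist NPW; 0% = agonist with vehicle and 100% = vehicle without agonist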
# Target sequence (P48145 whole entry, looked up): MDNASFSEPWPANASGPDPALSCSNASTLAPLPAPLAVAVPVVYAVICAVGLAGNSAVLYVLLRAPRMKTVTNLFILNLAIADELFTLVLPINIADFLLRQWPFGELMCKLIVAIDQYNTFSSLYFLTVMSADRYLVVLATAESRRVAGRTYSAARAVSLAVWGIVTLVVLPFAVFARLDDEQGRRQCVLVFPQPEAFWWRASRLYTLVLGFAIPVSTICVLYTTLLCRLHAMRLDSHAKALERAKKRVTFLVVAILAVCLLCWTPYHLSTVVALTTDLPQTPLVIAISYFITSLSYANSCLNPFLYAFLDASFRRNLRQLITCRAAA
# M1 ag parental – counter-screen for M1 agonists: effect in parental CHO-K1 cells. 0.48% of 360,000 active. activation, % at 3 µM. Fluo-8 calcium fluorescence; scaled to maximal ATP response, vehicle zero; in the data active = activation above about 15%;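 note: untransfected CHO-K1 host cells lacking M1 receptor as counterscreen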
# An asterisk follows results filed as active; x = no result given; & = joins results of further samples.
SMILES,CHO-K1 Ca PAM,CHO parental Ca,V1R ag counter,OXTR potentiator,OXTR agonist,CHO-K1 Ca antag,TAAR1 antag,GPR7 antagonist,M1 ag parental
COc1ccc(O)c(/C=N/Nc2nc(Nc3ccccc3)nc(-n3nc(C)cc3C)n2)c1,12,-10,-0.8,-16,-0.6,-3,59*,-3,4.2
O=C(Nc1cc(S(=O)(=O)N2CCCC2)ccc1Cl)C1=COCCO1,18,-15,-0.5,2,-1.1,-10,6,-11,0.0
CC(=O)n1cc([C@@H]2C=C(C(=O)Nc3ccccc3)O[C@H](OCc3ccc(CO)cc3)C2)c2ccccc21,22,-1,2.1,-15,2.2,-15,47,20,3.7
CCOC(=O)C1CCN(c2ccc(Cl)nn2)CC1,-13,-10,0.8,-2,0.1,6,-16,7,0.3
CCC(CC)NC(=O)CN1CCN(S(=O)(=O)c2cccs2)CC1,14,x,x,x,x,3,-13,x,0.8
CCOC(=O)c1ccc(NC(=S)NCc2ccc(F)cc2)cc1,-7,6,12,-12,11,3,-7,x,14
CCNC(=S)N1CCN(S(=O)(=O)c2ccccc2C(F)(F)F)CC1,1,3,5.0,-4,7.5,2,9,1,0.4
c1ccc(CCC2=NCCn3cccc32)cc1,8&2,-17,-0.4,-5,0.0,-1&-15,-23&1,-9,0.6&0.7
O=C(O)COc1ccc(/C=C/c2ccc3cccc([N+](=O)[O-])c3n2)cc1,-1,-6,-1.0,-6,-0.3,-1,-17,-7,-0.2
CCCN(C(=O)COc1ccc(C(C)=O)cc1OC)C1CCS(=O)(=O)C1 (stereo not drawn),0,1,4.3,0,1.1,-10,-12,x,0.3
Cc1nnc(SCCn2c(N3CCN(C)CC3)nc3c2c(=O)n(C)c(=O)n3C)s1,14,-3,0.6,2,1.1,-3,2,8,0.0
COc1ccc(C(=O)NC(=S)Nc2ccc(S(=O)(=O)Nc3cc(OC)ncn3)cc2)cc1,26,9,0.8,-8,-0.3,-19,-10,-7,-0.1
CC1CCCCC1NC(=O)CN1C(=O)NC(C)(c2cc(F)ccc2F)C1=O (stereo not drawn),2,4,0.2,-5,0.4,-14,-14,x,0.2
O=C(CSc1nccc(=O)[nH]1)N1c2ccccc2CCc2ccccc21,8,-1,0.6,-8,0.1,-11,4,-4,0.4
O=C(O)c1cccc(Oc2ccc(C(=O)O)c([N+](=O)[O-])c2)c1,5,x,x,x,x,-11,-2,x,0.6
Cc1nc2sc3c(c2c(=O)n1NC(=O)CCl)CCCC3,-2,-13,-1.3,-7,-2.5,-8,-13,-1,-0.1
CCOC(=O)c1c(NC(=O)CNCC(O)CO)sc(C)c1C (stereo not drawn),17,-13,-0.5,2,-0.7,-11,-10,14,0.7
COc1ccc(C(O)c2nc(-c3ccccc3)cs2)cc1 (stereo not drawn),1,x,x,x,x,-7,13,x,3.2
Cc1cc([N+](=O)[O-])ccc1NCc1ccc2c(c1)OCCO2,12,-6,2.5,-6,0.3,-6,8,-9,1.6
O=C(c1cccc(F)c1)N1CCN(S(=O)(=O)c2ccccc2)CC1,23,-7,0.6,-6,0.3,-4,3,-4,0.4
Cc1ccc(S(=O)(=O)CC(=O)N2CCN(c3ccccc3F)CC2)cc1,-5,-19,4.0,-14,0.7,7,-2,-12,0.7
COc1cccc(-n2nc(-c3ccnn3-c3cccc(Cl)c3)c(=O)n(C)c2=O)c1,13,-18,0.2,-1,1.3,-8,-47,-9,1.0
CN(CC(=O)Nc1ccccc1Br)C(=O)c1cc2c(s1)CCCCC2,8,-31,3.7,-12,2.0,-9,2,x,5.5
CC1CC(=O)Nc2ccccc2N1S(=O)(=O)c1ccccc1 (stereo not drawn),23,8,1.7,-7,3.3,-4,7,2,0.7
O=C(CCSc1ccccc1)N1CCN(c2ccccc2)CC1,16,-4,1.4,-4,-0.9,-3,13,3,0.8
# Next part:
SMILES,CHO-K1 Ca PAM,CHO parental Ca,V1R ag counter,OXTR potentiator,OXTR agonist,CHO-K1 Ca antag,TAAR1 antag,GPR7 antagonist,M1 ag parental
O=C(N/N=C1\CC2CC=CC12)c1ccc(COc2ccccc2)cc1 (stereo not drawn),19,-12,-0.6,1,0.2,7,22,-9,5.5
Cc1cc(C)c(OCCN2CCCC2)c(Cl)c1,3,-7,0.5,1,-0.6,2,-10,-18,0.0
COC(=O)c1ccccc1NC(=O)c1ccc2c(c1)C(=O)N(Cc1ccco1)C2=O,-3,-5,0.1,-8,0.4,9,-22,-8,-0.1
CN(C(=O)COC(=O)CSc1cc(Cl)ccc1Cl)c1c(N)n(Cc2ccccc2)c(=O)[nH]c1=O,-12,-2,-0.3,-13,-0.2,9,-15,x,5.0
C=CCN(CC=C)Cc1c(C)[nH]c2c(C)c(C)ccc2c1=O,16,-4,0.3,0,0.9,13,4,-10,2.2
CSc1cccc(NC(=O)CSc2ccc(Cl)cc2)c1,16,15,-0.2,-16,0.3,2,16,-18,2.2
CC(=O)C[C@H]1c2ccccc2S(=O)(=O)N1C1CCCC1,15,-3,-0.3,-12,-0.4,-8,5,x,0.4
O=C(O)CC(C(=O)OCCOc1ccccc1)N1CCOCC1 (stereo not drawn),15,-1,0.3,-4,0.1,-8,-7,3,0.0
O=C(CCNS(=O)(=O)c1cccs1)NCc1ccccc1,12,-10,0.1,-4,-0.2,2,-7,8,-0.1
CCCc1cc(C(=O)Cc2ccc(C(=O)OCC)o2)c(O)cc1O,10,-6,3.2,-14,4.0,-6,14,-13,1.0
Cc1cccc(/C=c2\s/c(=C\C(=O)C(C)(C)C)[nH]c2=O)c1,8,-16,0.4,-18,-0.5,-15,47,8,0.8
C[C@@H](NC(=O)c1ncn(C)c1C(=O)N[C@H](C)c1ccccc1)c1ccccc1,-2,-25,-1.7,-2,-2.1,-1,6,x,-0.5
CCOc1ccccc1-c1nc(SCC(=O)O)n[nH]1,17,13,0.6,-7,1.6,-8,2,-2,-0.2
CC(=O)N1CCN(c2ccc(NC(=O)C(C)Oc3ccc(Cl)cc3Cl)cc2)CC1 (stereo not drawn),17,-19,5.1,-1,1.7,-1,3,8,4.0
Cn1c(NC(=O)C2CCCO2)cc(=O)n(C)c1=O (stereo not drawn),3,-4,1.8,5,-0.1,-26,-21,5,0.3
CCNC(=S)N1CCN(C(c2ccccc2)c2ccccc2)CC1,13,-15,-1.1,-2,-2.0,-13,-29,-12,0.7
CCN(CC)CC(O)c1ccc2ccc3ccc(O)cc3c2c1 (stereo not drawn),5,x,x,x,x,-2,-12,x,0.7
COc1ccc(-c2ccc(NC(=O)c3ccc(Br)o3)cc2)nn1,0,-10,0.7,2,1.1,4,-15,x,0.3
CCOC(=O)c1sc(N)nc1C(C)C,-4,14,0.8,-6,0.1,5,-6,-5,-0.1
COc1ccccc1C1/C(=C(/O)c2ccc(OC(C)C)cc2)C(=O)C(=O)N1c1cc(C)on1 (stereo not drawn),18,-2,-0.1,-8,-1.6,-19,-26,-3,-0.8
CCO[C@@H]1OC(C(=O)N2CCOCC2)=C[C@H](C2CC2)[C@H]1CCCO,2,-7,1.5,-1,1.2,-6,7,-9,-0.1
CC(=O)c1ccc(S(=O)(=O)N2CCN(c3nn(C)c(=O)n(C)c3=O)CC2)cc1,-5,x,x,x,x,21,-13,x,-0.3
Cc1cc(C)nc(Nc2ccc(C)c([N+](=O)[O-])c2)n1,20,-28,-1.4,1,-1.6,-21,11,-8,0.6
Cc1noc(C)c1COc1ccc(C(=O)OCC(=O)OC(C)(C)C)cc1,-9,-10,4.5,-11,2.5,4,6,-13,4.7
CSc1ccc(S(=O)(=O)N(CC(=O)NN=C2CCN(C)CC2)c2ccc(C)cc2)cc1,11,-26,1.2,-14,0.4,-5,-1,-7,-0.1

# Looked up by structure from the list above:
SMILES,CHO-K1 Ca PAM,CHO parental Ca,V1R ag counter,OXTR potentiator,OXTR agonist,CHO-K1 Ca antag,TAAR1 antag,GPR7 antagonist,M1 ag parental
O=C(CCNS(=O)(=O)c1cccs1)NCc1ccccc1,12,-10,0.1,-4,-0.2,2,-7,8,-0.1
Cc1cccc(/C=c2\s/c(=C\C(=O)C(C)(C)C)[nH]c2=O)c1,8,-16,0.4,-18,-0.5,-15,47,8,0.8

# Other records follow.
SMILES,CHO-K1 Ca PAM,CHO parental Ca,V1R ag counter,OXTR potentiator,OXTR agonist,CHO-K1 Ca antag,TAAR1 antag,GPR7 antagonist,M1 ag parental
CS(=O)(=O)Cc1nc2ccccc2n1CC(=O)Nc1cccc(S(=O)(=O)N2CCCC2)c1,3,x,x,x,x,-13,4,x,0.4
COC(=O)C1=C(C)N(Cc2ccccc2)C(=NCCCOC(C)C)N[C@H]1c1ccccc1,15,-11,0.6,-5,3.5,-13,5,x,2.6
COc1ccc(-c2cnnn2-c2ccc(NC(=O)c3ccco3)cc2)cc1OC,16,-18,-0.8,3,-0.7,-9,-1,-7,0.6
Cc1ccc(C)c(NC(=O)CSc2nc3ccccc3nc2N2CCOCC2)c1,-8,-2,-0.6,-5,-0.6,7,-17,-2,0.7
CN(C)/C=N/NC(=O)c1ccccc1,14,0,0.7,-26,0.4,-9,1,-7,-0.1
CC(Oc1ccc(Cl)cc1)C(=O)NCC1CCCO1 (stereo not drawn),-4,-10,-1.0,1,-0.5,2,4,-6,-0.3
O=C(/C=C/c1ccccc1)NCC(=O)N/N=C\c1cccnc1,4,-6,0.7,-4,0.7,4,-3,10,-0.1
O=C(Nc1ccc(Oc2cccnc2)cc1)c1ccc([N+](=O)[O-])cc1,11,25,9.8,-18,15,-9,6,-2,2.5
CCOC(=O)c1cc(C)sc1NC(=O)CSc1nccn1C,15,-14,-1.0,-7,-1.2,-6,-27,-12,0.0
O=C(CCCn1cnc([N+](=O)[O-])n1)Nc1cccc(Cl)c1Cl,15,-9,-0.1,3,2.2,-7,-3,-8,0.5
CCOc1ccc(CCN2C(=S)N([C@@H](CC(C)C)CN3CCC[C@@H]3CN3C(=S)NC[C@@H]3Cc3ccccc3)C[C@@H]2Cc2ccc(O)cc2)cc1,15,x,x,x,x,0,-4,x,0.8
CC(=O)c1cc2c(cc1NS(=O)(=O)c1ccc(C)cc1)OCCO2,9,0,0.1,-17,-0.9,-9,-5,0,0.7
O=c1onc(-c2cccnc2)n1-c1ccccc1F,24,-13,0.8,4,-0.3,-9,-19,-8,1.6
ON=C1c2ccccc2-c2ccccc21,-20,-3,-0.4,-12,-2.6,-11,-3,19,-1.2

# Assay outcomes as filed in PubChem.
